Scp1 inh = inhibitors of human Scp-1 phosphatase; inhibition, % at 20 µM; Recombinant Scp1, phosphopeptide, malachite green phosphate absorbance; 340,000 compounds, 0.88% hits; Q9GZU7;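 active = inhibition above about 50% at 20 µM, limit read from the data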;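 note: plate controls were DMSO wells with enzyme for no effect and wells lacking enzyme for full effect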
Target sequence (Q9GZU7 76-261 limits assumed): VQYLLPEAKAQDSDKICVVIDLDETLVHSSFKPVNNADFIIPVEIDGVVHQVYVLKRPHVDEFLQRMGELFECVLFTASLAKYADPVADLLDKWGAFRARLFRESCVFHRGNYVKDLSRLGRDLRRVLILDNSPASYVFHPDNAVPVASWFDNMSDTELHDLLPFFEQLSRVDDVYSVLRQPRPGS
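Times: enzyme reaction 45 min at room temperature, colour 5 min, stabilisation 30 min. Material: SCP-1 catalytic fragment, aa 76-261. Medium: Acidic Tris acetate buffer with magnesium and detergent. Signal: colorimetric free-phosphate detection, absorbance 630 nm. Read-out basis: % inhibition of SCP-1 phosphate liberation. Reagent: Phosphorylated 17-residue peptide substrate.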
MT1-MMP act inh = inhibitors of human MT1-MMP activation; 360,000 compounds, 0.061% hits; P50281; HT1080 RFP-PRO-GFP cells, GFP/RFP ratio fluorescence, overnight; percent of plate control window, DMSO zero; GFP/RFP ratio change, % at 20 µM;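 active = GFP/RFP ratio change of at least 30% with cell ATP level not reduced by more than half and red fluorescence within 50% of control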; note: strong numbers were not always called active
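Material – HT1080 RFP-PRO-GFP cells · Control set – DMSO wells and RFP-L50D-GFP cells · Incubation – overnight cell settling, then overnight compound exposure, 37 °C, 5% CO2 · Compound dosing – single-point 20 µM compound, 1% DMSO · Read-out – GFP/RFP fluorescence ratio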
Rpn11 block = blocks the human proteasome subunit Rpn11; human 26S proteasome, Ub4-pepOG fluorescence polarization; 20S core pre-blocked with epoxomicin; calls only at 20 µM; 360,000 compounds, 0.59% hits;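 active = inhibition at 20 µM, scaled to each plate's controls, above about 33%, limit read from the data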
Target sequence (O00487 whole entry, looked up): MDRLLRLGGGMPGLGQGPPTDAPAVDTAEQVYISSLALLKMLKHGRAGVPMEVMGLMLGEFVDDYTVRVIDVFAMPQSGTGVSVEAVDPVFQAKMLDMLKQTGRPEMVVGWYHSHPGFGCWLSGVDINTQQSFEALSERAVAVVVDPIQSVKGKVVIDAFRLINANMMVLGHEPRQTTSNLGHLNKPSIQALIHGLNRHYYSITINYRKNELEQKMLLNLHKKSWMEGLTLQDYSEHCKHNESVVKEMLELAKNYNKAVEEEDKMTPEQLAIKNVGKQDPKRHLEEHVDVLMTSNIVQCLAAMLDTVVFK
STEP inh = STEP (human) phosphatase inhibition. AID 588621. recombinant STEP, OMFP fluorogenic substrate, fluorescence. 360,000 compounds, 0.25% hits. inhibition, % at 20 µM. P54829;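 active = inhibition at 20 µM, scaled per plate between control wells, above about 37%, limit read from the data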;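 note: 0% = DMSO with enzyme and substrate and 100% = substrate only without enzyme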
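Material: STEP (striatal-enriched tyrosine phosphatase) enzyme, cell-free | Medium: 50 mM Bis-Tris pH 6.0 with 2.5 mM DTT and 0.005% Tween 20 | Read-out: Percent inhibition scaled to no-enzyme and uninhibited-enzyme controls, plate-pattern corrected | Signal: Fluorescence read at 480 nm ex / 540 nm em | Times: 20 min reaction, room temperature, in the dark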
SUMO1-SIM PPI = SUMO1-SIM interaction modulation; P63165; SUMO1 binding to a labelled peptide, TR-FRET, 1 h; inhibition, % at 20 µM; 360,000 compounds, 0.33% hits; AID 602429; in the data active = inhibition above about 37%
Target sequence (P63165 whole entry, looked up): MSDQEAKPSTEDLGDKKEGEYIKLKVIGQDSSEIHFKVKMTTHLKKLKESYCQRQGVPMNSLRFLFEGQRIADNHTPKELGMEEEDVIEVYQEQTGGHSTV
LMPTP inh = blocks human LMPTP phosphatase; inhibition, % at 20 µM; P24666; 360,000 compounds, 0.22% hits; AID 651560; recombinant LMPTP-A, OMFP fluorogenic substrate, fluorescence intensity;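 active = compounds that cut the enzyme signal by at least half of the control window in the single-dose screen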;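 note: plate controls were DMSO wells with enzyme plus substrate for no effect and substrate without enzyme for full effect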
Target sequence (P24666 whole entry, looked up): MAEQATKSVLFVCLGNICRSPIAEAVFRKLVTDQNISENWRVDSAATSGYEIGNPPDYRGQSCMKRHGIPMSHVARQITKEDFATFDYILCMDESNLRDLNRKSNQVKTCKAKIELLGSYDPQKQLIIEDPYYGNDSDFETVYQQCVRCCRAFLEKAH
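Buffer or medium: Bis-Tris pH 6.0, DTT, detergent; Assay system: LMPTP-A enzyme; Quantity: 0.625 nM enzyme; Detection: endpoint fluorescence intensity; Times: 50 min dark incubation at room temperature; Controls: substrate-only low control, DMSO enzyme-plus-substrate high control; Doses: single 20 µM dose; Read-out: percent inhibition versus substrate-only and uninhibited controls; Reagent: 400 µM OMFP.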
CendR NRP1 mod = NRP-1/CendR interaction modulation. O14786. FAM-RPARPAR peptide binding to NRP-1, fluorescence polarization. inhibition, % at 25 µM. 360,000 compounds, 0.85% hits;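 active = inhibition or corrected inhibition above about 18%, plus a signal ratio from 0.5 to 1.5, limit read from the data, passing the limit was not always enough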; note: strong numbers were not always called active
DNMT1 block = DNMT1 (human) enzyme inhibition | DNMT1 molecular beacon, Hinp1I cleavage, fluorescence | 360,000 compounds, 0.83% hits | inhibition (reported as % activation of signal), % at 10 µM | P26358; in the data active = inhibition above about 50%
NadD inh = inhibitors of Staphylococcus aureus NadD. purified NadD enzyme, colorimetric absorbance read-out. inhibition, % at 20 µM. 360,000 compounds, 0.78% hits. AID 602399; in the data active = inhibition above about 26%; note: some compounds past the cut are filed as inactive
SKN-1 block = blocks SKN-1 activity in C. elegans | inhibition, % at 21.8 µM | 360,000 compounds, 0.49% hits | C. elegans VP596 Pgst-4::GFP/RFP ratio, acrylamide-induced, 24 h;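 active = interference check ratio from 0.5 to 1.5 plus GFP to RFP signal ratio inhibition reaching or exceeding a fixed threshold, cut at about 30% in these data, passing the limit was not always enough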; note: some compounds called inactive have numbers as strong as hits
* = called active by the depositor; i = inactive; . = no result given. No enrichment for hits. Share with any hit: about 3.9%.

SUMO1-SIM PPI	SMILES	Rpn11 block	DNMT1 block	LMPTP inh	NadD inh	MT1-MMP act inh	CendR NRP1 mod	SKN-1 block	Scp1 inh	STEP inh
-1	N#Cc1cccc(NC(=O)Cn2c3[n+](c4ccc(C(F)(F)F)cc42)CCCCC3)c1	i	2	-1.2	1	-1	-8	7	14	-6
1	CCCNC(=O)N1CCC(C(=O)c2ccc(Cl)cc2)CC1	i	1	-1.9	5	1	2	-2	-2	3
-16	CC1Cc2ccccc2N1Cc1ccc([N+](=O)[O-])cc1 (configuration not stated)	i	2	3.2	3	-1	4	22	-7	4
7	CN1OC[C@@H]2CN(C(=O)c3ccco3)[C@H](c3ccc(-c4ccc(C#N)cc4)cc3)C[C@@H]21	i	-2	0.2	8	-2	-3	3	.	1
6	COc1ccc(-c2cc3c(o2)CCCC3OCCN2CCOCC2)cc1 (configuration not stated)	.	.	-0.8	-9	10	20	0	.	.
0	O=C1NCCCC1C(=O)N/N=C/c1ccccc1 (configuration not stated)	i	-2	-1.3	2	1	-1	6	-5	1
2	Cc1sc2nc(SCC(=O)N(C)C)[nH]c(=O)c2c1C	i	1	-1.2	0	3	19	17	-5	-1
14	C[C@H]1CNC(=O)C(=O)N1C[C@H](Cc1ccc(O)cc1)NC(=O)CC12CC3CC(CC(C3)C1)C2	i	3	-0.6	3	-1	-3	-6	6	1
3	COc1cc(NS(=O)(=O)c2ccccc2)ccc1-n1nc(C)cc1C	i	-3	-1.2	3	2	2	-8	-7	4
-17	C=CCNC(=S)NNC(=O)c1ccc([N+](=O)[O-])cc1	i	1	0.7	4	6	15	5	-3	2
-15	Cc1ccc2cc(C(c3nnnn3Cc3ccccc3)N3CCN(c4ccccc4)CC3)c(=O)[nH]c2c1 (configuration not stated)	i	-6	0.5	9	-2	-5	-2	-7	4
-3	O=C1C(CO)C(CO)C(CO)C1CO (configuration not stated)	i	-1	-1.0	0	-2	-2	0	-4	-2
2	COc1cccc(Cn2c(-c3cccs3)noc2=O)c1	i	5	1.2	-4	-10	11	1	-3	-11
1	CCC(=O)N1c2ccc(S(=O)(=O)NCc3ccco3)cc2CC1C (configuration not stated)	i	34	-1.4	1	1	6	4	16	3
1	CCCC(C)NC(=O)c1sc2nc3n(c(=O)c2c1C)CCC3 (configuration not stated)	i	4	0.0	-4	3	4	14	-8	1
-1	COc1ccc(NC(=O)CN2C(=O)CSC(C)C2=O)c(OC)c1 (configuration not stated)	i	-2	-1.0	2	-3	2	0	-1	-1
-5	O=C(CCCn1cnc([N+](=O)[O-])n1)Nc1cc(Cl)ccc1O	i	-1	-0.6	-4	1	4	11	-1	0
6	CCc1ccccc1NC(=O)C1CCCN(c2nn3c(=O)cc(C)nc3s2)C1 (configuration not stated)	i	2	-0.5	-1	6	-7	-5	-8	-3
1	O=C(c1ccc(Cl)c(S(=O)(=O)N2CCCC2)c1)N1CCN(c2ncccn2)CC1	i	3	-0.7	-5	2	-5	-5	-7	1
5	COc1ccccc1NC(=O)CSc1nc(=O)n(Cc2ccncc2)c2c1CCCC2	i	0	-0.1	3	-6	15	4	1	5
1	Cc1ccnc2nc(C(=O)OCC(=O)N(CC(C)C)C3CCS(=O)(=O)C3)nn12 (configuration not stated)	i	2	-1.1	1	-4	6	5	-1	-1
-2	CN(C(=O)c1ccc(S(=O)(=O)N2CCOCC2)cc1)C1CCS(=O)(=O)C1 (configuration not stated)	i	20	-1.7	3	2	-7	18	-5	0
3	Cc1cc(-c2nnc3n2N=C(C(C)(C)C)CS3)n[nH]1	i	2	-1.2	-7	3	1	-7	0	-1
-2	C=CCNC(=S)NNC(=O)c1ccc(OCC(C)C)cc1	i	-4	-0.9	7	0	2	2	6	2
0	O=C(Nc1ccccc1Cl)c1cc(C2CCCCN2C(=O)CCc2ccccc2)on1 (configuration not stated)	i	6	5.4	-1	0	1	5	.	3
-2	O=C1C(=O)N(CCN2CCOCC2)C(c2cccnc2)/C1=C(/O)c1ccc(Cl)cc1 (configuration not stated)	i	-2	1.0	1	7	3	2	-9	-4
4	O=C(OCc1ccccc1)N1CCC2CC1c1ccc(N3CCN(Cc4ccc5c(c4)OCO5)CC3)cc12 (configuration not stated)	i	-4	6.1	-3	1	7	6	.	0
0	COc1ccc(NC(=O)C2CCN(C(=O)C3CC(=O)N(c4ccc(C)cc4)C3)CC2)c(OC)c1 (configuration not stated)	i	1	2.3	2	.	3	7	-5	1
-9	Cn1nc(-c2ccccc2)cc1NC(=O)Nc1ccc(F)cc1	i	-1	-0.5	0	4	1	6	-6	-1
-1	CC1=CCC2C(=O)N(c3ccc(C)c(Br)c3)C(=O)C2C1 (configuration not stated)	i	4	1.7	-2	3	-4	7	-4	0

In a second layout: results already given
SUMO1-SIM PPI | Rpn11 block | DNMT1 block | LMPTP inh | NadD inh | MT1-MMP act inh | CendR NRP1 mod | SKN-1 block | Scp1 inh | STEP inh | structure
-2 | i | -4 | -0.9 | 7 | 0 | 2 | 2 | 6 | 2 | C=CCNC(=S)NNC(=O)c1ccc(OCC(C)C)cc1
4 | i | -4 | 6.1 | -3 | 1 | 7 | 6 | . | 0 | O=C(OCc1ccccc1)N1CCC2CC1c1ccc(N3CCN(Cc4ccc5c(c4)OCO5)CC3)cc12 (configuration not stated)
0 | i | 6 | 5.4 | -1 | 0 | 1 | 5 | . | 3 | O=C(Nc1ccccc1Cl)c1cc(C2CCCCN2C(=O)CCc2ccccc2)on1 (configuration not stated)

Continuation:
SUMO1-SIM PPI	SMILES	Rpn11 block	DNMT1 block	LMPTP inh	NadD inh	MT1-MMP act inh	CendR NRP1 mod	SKN-1 block	Scp1 inh	STEP inh
2	O=C(O)CSCC(=O)NC1CCCc2ccccc21 (configuration not stated)	i	3	-0.1	-2	2	1	2	1	-2
-33	CCOCCCNC(=O)c1ccc2nc(-c3ccc(OC)c(OC)c3)c(-c3ccc(OC)c(OC)c3)nc2c1	i	-2	1.0	3	3	2	0	-3	2
-1	Cc1cnc(-c2nc3ccccc3n2C(C(=O)NC(C)(C)C)c2cc3ccccc3o2)cn1 (configuration not stated)	.	.	0.6	.	3	-1	18	.	.
-2	COc1ccccc1/C=N/NC(=O)c1ccc(NC(=O)c2ccccc2Br)cc1	i	17	1.5	5	3	-7	6	-5	-2
2	O=C(c1ccc(Br)s1)N1CCN(c2ncccn2)CC1	i	3	-1.3	-4	3	-6	0	3	-7
-2	Cn1c(=O)c2c(ncn2CC(O)CO)n(C)c1=O (configuration not stated)	i	3	-1.9	-3	-2	4	-7	-6	-1
6	COc1ccc(NC(=O)COC(=O)CN2C(=O)C3CCCCC3C2=O)cc1OC (configuration not stated)	i	0	-1.2	-1	.	-9	-12	-1	-3
0	O=C(CCN1C(=O)CSC1=O)Nc1ccccc1	i	3	-1.0	-3	-9	2	10	-6	0
2	CCOC(=O)c1c(S(=O)(=O)NCC(=O)NCc2ccc(C)cc2)c(C)n(C)c1C	i	-1	-6.2	-4	0	8	4	-5	0
2	CCOc1nnc(C)c2c(C)n(-c3cccc(OC)c3)nc12	i	-2	-0.9	1	0	-4	-9	10	-2
-22	NC(=O)N/N=C1\c2ccccc2-c2c(C(N)=O)cccc21	i	17	2.4	-2	-3	-1	-16	12	-3
-1	O=c1oc(=S)oc2c1[C@H](c1ccc(Cl)cc1)O[C@H](C1CC1)C2	.	.	-0.7	0	2	10	6	.	.
1	N[C@@H](CO)c1nnc([C@H](CC(=O)O)NC(=O)C2CCNCC2)o1	i	3	-4.1	2	6	-4	-7	-7	-2
-3	O=C(CN1CCOCC1)Nc1ncc(Cc2cccc(Cl)c2)s1	i	-2	-0.7	-1	6	1	-11	1	1
-3	CN1C(=O)N(CC(=O)c2ccc3c(c2)OCO3)C(=O)C12CCCCC2	i	1	-1.7	-2	0	4	15	.	0
3	O=C(NCCc1nccs1)C1CCC(=O)N(CCc2ccc(Cl)cc2)C1 (configuration not stated)	i	2	-0.8	-3	-3	-2	-1	-8	-1
-4	CCOc1ccc(C(=O)N[C@H](C(=O)NNC(=O)c2cccs2)C(C)C)cc1	i	1	-1.2	2	-1	14	5	0	0
4	CC(=O)N1CCN(c2ccc(NC(=O)c3ccco3)cc2)CC1	i	1	-0.1	0	0	-5	16	-7	3
-26	O=C1CCCc2c1ccc1ccccc21	i	1	-0.6	-3	-2	4	-1	0	-1
-3	Cc1cccc(C)c1NC(=O)C(c1ccccc1)n1c(-c2ccccc2)nc2ccccc21 (configuration not stated)	.	.	0.3	.	-1	-6	6	.	.
-7	CCOC(=O)C(CCCCCOc1ccc([N+](=O)[O-])cc1)C(=O)OCC	i	0	2.2	-10	7	2	6	-17	6
2	CCOC(=O)C=Nc1c(N)n(C)c(=O)n(C)c1=O	i	1	-1.3	6	-4	7	7	-8	3
2	Cc1ccccc1NC(=S)NC(=O)COc1ccccc1C	i	-2	5.2	-10	-2	22*	4	-13	2
0	Cc1ccc(S(=O)(=O)N(C)c2c(C)ccc(S(=O)(=O)Nc3ccncc3)c2C)cc1	i	-1	-0.6	5	0	-3	4	0	3
0	CC1CCCN(CC(=O)Nc2ccc(S(=O)(=O)N3CCCC3)cc2)C1 (configuration not stated)	i	1	0.3	0	1	-8	5	7	0
4	O=C(CCl)N1CCCC1c1ccc2c(c1)OCCO2 (configuration not stated)	i	4	0.3	-2	1	0	5	-7	0
-62	Fc1cccc(CSc2ncnc3c2oc2ccccc23)c1	i	2	3.1	-2	0	0	17	-8	3
2	Cc1ccc(-c2csc(NCCn3c(C(F)(F)F)nc4ccccc43)n2)cc1	i	5	1.2	-3	1	-3	-5	59*	2
3	Cc1cc(C)n(CCCNC(=O)c2cc(COc3ccc(C)c(C)c3)on2)n1	i	-3	1.1	-1	-2	16	-8	-12	-2
-1	O=C(CSCc1ccc([N+](=O)[O-])cc1)Nc1cccc(C(=O)Nc2ccccc2C(=O)O)c1	i	-2	-0.1	-2	2	-7	-1	-12	0

Compounds above that contain a tert-butyl group:
SUMO1-SIM PPI	SMILES	Rpn11 block	DNMT1 block	LMPTP inh	NadD inh	MT1-MMP act inh	CendR NRP1 mod	SKN-1 block	Scp1 inh	STEP inh
3	Cc1cc(-c2nnc3n2N=C(C(C)(C)C)CS3)n[nH]1	i	2	-1.2	-7	3	1	-7	0	-1
-1	Cc1cnc(-c2nc3ccccc3n2C(C(=O)NC(C)(C)C)c2cc3ccccc3o2)cn1 (configuration not stated)	.	.	0.6	.	3	-1	18	.	.
